# Salmonella PhoP GFP – Inhibition of PhoP regulon, Salmonella typhi GFP reporter cells, confirmation, 4 h (AID 1850). hit rate 0.33% among 310,000. Salmonella Typhi PhoP-promoter GFP reporter, fluorescence, 4 h; higher % means a stronger effect. inhibition, % at 50 µM; hits with a dose series show IC50 in µM; in the data active means a potency from the dose series; inconclusive means inhibition mostly from about 25% at the one dose, without a potency; inactive means the rest, 99 in 100 with inhibition below about 19%;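 further: 0% = induced wells with vehicle and 100% = uninduced wells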
# tuberculosis growth – growth inhibition of non-replicating M. tuberculosis (AID 488890) | Mycobacterium tuberculosis non-replicating, growth inhibition; higher % means a stronger effect | inhibition, % at 25 µM, or IC50 in µM where a hit was titrated | hit rate 0.39% among 320,000; in the data active means a potency from the dose series; inconclusive means inhibition mostly from about 82% at the one dose, without a potency; inactive means the rest, 99 in 100 with inhibition below about 76%;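 further: plate controls were DMSO cells for no effect and high antibiotic wells for full effect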
# H1N1 NS1A inhibition – NS1A inhibition, H1N1 influenza, cell based functional assay (AID 504329); NS1A functional cell-based assay, percent inhibition; higher % means a stronger effect; hit rate 0.3% among 340,000; inhibition, % at 12.5 µM, or IC50 in µM where a hit was titrated; in the data active means a potency from the dose series; inconclusive means inhibition above about 27% without an active follow-up result; further: strong numbers were not always called active
# VEEV TC-83 Vero – inhibitors of VEEV TC-83 cytopathic effect, confirmation, Vero cells (AID 588727) | hit rate 0.13% among 350,000 | Vero cells, VEEV TC-83 cytopathic effect inhibition; higher % means a stronger effect | inhibition, % at 20 µM, or IC50 in µM where a hit was titrated; in the data active means a potency from the dose series; inconclusive means inhibition mostly from about 14% at the one dose, without a potency; inactive means the rest, 99 in 100 with inhibition below about 12%; further: strong numbers were not always called active
# M. tuberculosis HTS – M. tuberculosis growth inhibition, HTS (AID 449762). M. tuberculosis H37Rv growth inhibition, 7H9 media; higher % means a stronger effect. inhibition, % at 25 µM; hits with a dose series show IC50 in µM. hit rate 0.59% among 330,000; in the data active means a potency from the dose series; inconclusive means inhibition above about 70% without an active follow-up result;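 further: bacterial growth assessed after seven days of incubation; strong numbers were not always called active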
# * marks the source's active call; other numbers are inactive results; i = inactive; ? = inconclusive; · = not tested or not shown.
# Start of the data: the first six compounds as a preview:
SMILES,Salmonella PhoP GFP,tuberculosis growth,H1N1 NS1A inhibition,VEEV TC-83 Vero,M. tuberculosis HTS
CCOC(=O)N1CCN(C(=O)CSc2nc(=O)n3ccc(C)cc3n2)CC1,1%,-13%,-1%,i,2%
CCOC(=O)/C(C#N)=C/c1c(Oc2cccc(C)c2)nc2ccccn2c1=O,-8%,-15%,-17%,2.0%,-10%
COC(=O)c1ccc(/C=C/C(=O)OCC(=O)Nc2ncc(Cl)cc2Cl)cc1,·,70%,-5%,0.2%,-6%
COc1cc(OC)c2c(c1)OC(=O)CC2c1ccc2c(c1)OCO2 (stereo unspecified),·,·,-4%,i,·
CC(=O)c1ccc(S(=O)(=O)N2CCC3(CC2)CC(=O)c2ccccc2O3)cc1,3%,10%,-3%,2.5%,0%
COc1ccc(NC(=S)N2c3ccccc3CC2C)cc1OC (stereo unspecified),9%,9%,-1%,2.0%,3%

# All compounds of this part, repeating the preview:
SMILES,Salmonella PhoP GFP,tuberculosis growth,H1N1 NS1A inhibition,VEEV TC-83 Vero,M. tuberculosis HTS
CCOC(=O)N1CCN(C(=O)CSc2nc(=O)n3ccc(C)cc3n2)CC1,1%,-13%,-1%,i,2%
CCOC(=O)/C(C#N)=C/c1c(Oc2cccc(C)c2)nc2ccccn2c1=O,-8%,-15%,-17%,2.0%,-10%
COC(=O)c1ccc(/C=C/C(=O)OCC(=O)Nc2ncc(Cl)cc2Cl)cc1,·,70%,-5%,0.2%,-6%
COc1cc(OC)c2c(c1)OC(=O)CC2c1ccc2c(c1)OCO2 (stereo unspecified),·,·,-4%,i,·
CC(=O)c1ccc(S(=O)(=O)N2CCC3(CC2)CC(=O)c2ccccc2O3)cc1,3%,10%,-3%,2.5%,0%
COc1ccc(NC(=S)N2c3ccccc3CC2C)cc1OC (stereo unspecified),9%,9%,-1%,2.0%,3%
COc1cc(/C=C2\C(=N)N3N=C(N4CCOCC4)SC3=NC2=O)ccc1OC(=O)c1ccccc1,-7%,?,-5%,8.6%,3%
CCOC(=O)c1nc(C)n(-c2ccc(Cl)cc2)n1,-2%,16%,0%,i,-1%
CCOc1ccc(N(CC(=O)Nc2cccc(Cl)c2)S(=O)(=O)c2c(C)noc2C)cc1,4%,·,6%,0.4%,-2%
COc1ccc(C(=O)OCC(=O)Nc2ccc3c(c2)OCO3)cc1S(=O)(=O)N1CCOCC1,·,·,-5%,2.4%,·
Cc1ccc(S(=O)(=O)Nc2c(NC3CCCCC3)c3ccccc3oc2=O)cc1C,-8%,-7%,-9%,8.3%,2%
COc1ccc(S(=O)(=O)Nc2cc3c4c(c2)CCC(=O)N4CCC3)cc1,4%,0%,-3%,9.6%,2%
CC1(C)Cc2ccccc2-c2nc3n(c(=O)c21)CCCS3,7%,7%,·,3.5%,6%
Cc1nn(Cc2ccc(F)cc2)c(C)c1NC(=O)c1cnn2c1NC(c1cccs1)CC2C(F)(F)F (stereo unspecified),-1%,26%,2%,10%,-5%
CCN1C(=O)C(CC(=O)Nc2ccc(OC)cc2)N(Cc2ccc3c(c2)OCO3)C1=S (stereo unspecified),-4%,47%,-1%,4.7%,7%
CN1CCc2nc(SCc3ccc(C(C)(C)C)cc3)c(C#N)cc2C1,0%,29%,4%,i,?
Cc1ccc(C(C)(C)C)cc1S(=O)(=O)Nc1nc2ccccc2nc1Cl,2%,35%,-6%,2.4%,-3%
Cn1c(SCC(=O)c2ccccc2)nnc1-c1ccco1,4%,-7%,3%,1.4%,-5%
COc1ccc(N2CCN(Cc3cc(=O)oc4cc(C)c(Cl)cc34)CC2)cc1,6%,-5%,5%,0.2%,-10%
O=C(OCC1CC(c2ccccc2)=NO1)c1ccc(Br)cc1 (stereo unspecified),-11%,53%,-4%,0.7%,-1%
CCc1cccc(NC(=O)c2cccc3c2C(=O)N(CC2CCCO2)C3)c1 (stereo unspecified),-4%,37%,6%,7.1%,-8%
O=C(Nc1ccc(Br)cc1)c1cccnc1N1CCOCC1,-3%,7%,-15%,1.6%,-2%
COc1cccc(NC(=O)c2ccccc2N(Cc2ccccc2)S(C)(=O)=O)c1,-3%,22%,-30%,0.3%,2%
CC1CN(C(=S)Nc2ccc(SC(F)F)cc2)CC(C)O1 (stereo unspecified),2%,0%,-3%,2.9%,-5%
Cc1cc(O)c(Oc2cc(C)cc(O)c2O)c(O)c1,3%,9%,2%,0.5%,2%
# The results go on.
SMILES,Salmonella PhoP GFP,tuberculosis growth,H1N1 NS1A inhibition,VEEV TC-83 Vero,M. tuberculosis HTS
COCCCNC(=S)NCCNc1nc2c(C)c(C)ccc2cc1C#N,·,·,-6%,1.3%,·
COc1ccc(C(=O)Oc2ccc(/C=N/O)cc2)cc1,26%,24%,1%,i,1%
C=CCSc1n[nH]c(-c2cccs2)n1,8%,25%,-11%,0.3%,-7%
O=C(CCCN1C(=O)/C(=C/c2ccc3c(c2)OCO3)SC1=S)Nc1ccc(C(=O)O)cc1,-6%,26%,37%,7.0%,-1%
N#CC1(C#N)C(C(N)=O)C1c1ccccc1 (stereo unspecified),0%,-12%,-11%,0.5%,-5%
CCOc1ccccc1CN1CCN(CCCn2cccn2)CC1CCO (stereo unspecified),-4%,-15%,4%,i,2%
CCOc1ccccc1N1CCN(C(=O)CNC(=O)c2ccc(OC)c(OC)c2)CC1,0%,-3%,7%,i,-3%
COc1cc(/C=N/NC(=O)c2ccc(=O)[nH]n2)ccc1O,8%,42%,-3%,1.6%,8%
COc1cccc(NC(=O)/C=C/c2ccc([N+](=O)[O-])cc2)c1,2%,?,-2%,0.6%,49%
CCCn1nnnc1NCc1cccc(Cl)c1,4%,7%,-6%,0.2%,-3%
Cc1ccc(-n2ncc3c(=O)n(CC(=O)N4CCN(c5ccccc5)CC4)cnc32)cc1,0%,22%,9%,0.4%,0%
O=C(OCc1nnc(-c2ccccc2)o1)C1CCN(C(=O)c2ccc(Cl)cc2)CC1,·,·,1%,1.7%,·
Cc1ccc(C)c2[nH]c(=O)c(CCNC(=O)c3ccc(Br)o3)cc12,-9%,-4%,6%,11%,12%
Cc1[nH]c2ccccc2c1C(=O)COC(=O)c1ccc[n+]([O-])c1,2%,6%,8%,1.1%,-16%
O=c1c2c3c(sc2nc2sc(CN4CCOCC4)cn12)CCCC3,·,·,2%,2.4%,·
COc1ccc(CC(=O)N/N=C/C=C/c2cccc([N+](=O)[O-])c2)cc1OC,-4%,14%,·,1.8%,4%
COc1ccc(/C=C2/C(=O)N(c3ccccc3)N=C2C)cc1,11%,·,·,i,-10%
Cc1nc2ncnn2c(C)c1CCC(=O)NCc1ccco1,-3%,-3%,-4%,2.3%,-7%
O=C(NC1CC1)C1=C[C@H](c2ccc(Br)cc2)C[C@H](OCc2ccc(CO)cc2)O1,9%,18%,-15%,5.6%,12%
Cc1cc(C)c(OCC(=O)OCC(=O)NCCC2=CCCCC2)c(C)c1,1%,32%,-9%,2.2%,4%
NC(=O)NC(=O)COC(=O)c1ccc(OC(F)F)cc1,20%,5%,-11%,0.6%,2%
CCOc1cc(N2CCOCC2)c(OCC)cc1NC(=O)c1c(-c2ccccc2)noc1C,·,20%,14%,8.6%,17%
C/C(=N\NC(=O)CCC(=O)Nc1ccc(C)c(C)c1)c1cccs1,-2%,5%,8%,0.8%,0%
C/C(=N\NC(=O)c1cccc(Cl)c1)c1cccc(NC(=O)c2ccco2)c1,2%,33%,-4%,10%,-9%
CCc1nnc(NC(=O)CSc2nnc(Cc3cc(=O)[nH]c(=O)[nH]3)n2-c2cccc(OC)c2)s1,1%,-10%,5%,i,-12%
# Following part:
SMILES,Salmonella PhoP GFP,tuberculosis growth,H1N1 NS1A inhibition,VEEV TC-83 Vero,M. tuberculosis HTS
CCOc1ccc(C(=O)NC(=S)NCCCN2CCOCC2)cc1,-4%,6%,0%,i,0%
CC1(C)CC(=O)C2=C(C1)OC(N)=C(C#N)C2c1cn(-c2ccccc2)nc1-c1ccccc1 (stereo unspecified),1%,39%,2%,0.1%,1%
CC(C)[C@H](NC(=O)N1CCn2c1nc1ccccc12)C(=O)N[C@@H](Cc1ccccc1)C(=O)O,3%,8%,-4%,0.8%,-2%
COc1ccc(C(=O)COC(=O)CN2C(=O)C3C4C=CC(C4)C3C2=O)cc1 (stereo unspecified),-3%,-9%,0%,0.2%,-3%
O=C(Nc1cccc(NC(=O)c2cccs2)c1)c1ccc([N+](=O)[O-])o1,10%,5.4µM*,-8%,0.9%,?
NC(=O)Cn1cc(C=C2C(=O)NC(=O)NC2=O)c2ccccc21,3%,7%,-1%,i,-6%
COc1ccccc1NS(=O)(=O)c1cc(C(=O)N2CCCC2)ccc1C,·,5%,-8%,2.5%,-10%
CCc1ccccc1N(C)S(=O)(=O)c1cc(-c2cc(C)no2)ccc1OC,4%,17%,2%,1.6%,6%
COc1cccc(C(=O)NC(=S)NCc2ccco2)c1,-6%,29%,8%,i,0%
O=c1c2ccccc2c(-c2ccccc2)nn1-c1ccc(Cl)c(Cl)c1,1%,20%,-3%,3.4%,15%
Cc1ccc(-c2nnc(-c3ccc(NC(=O)c4cccs4)cc3)o2)cc1,1%,-9%,3%,12%,4%
COc1ccc(OC)c(/C=N/NC(=O)CCc2n[nH]c(=O)[nH]c2=O)c1,-4%,6%,1%,0.3%,2%
O=C(Nc1nc2ccccc2[nH]1)c1ccccc1F,2%,?,-13%,i,21%
Cc1nc2ccccc2n1CC(=O)NCCN1CCCC1,-10%,-7%,-12%,1.0%,-5%
CCSc1nc(C(F)(F)F)cc(=O)n1-c1ccccc1,8%,12%,-6%,1.4%,3%
Cc1cccc(NC(=O)CSc2nnc(-c3ccco3)n2CC2CCCO2)n1 (stereo unspecified),-8%,0%,-2%,0.1%,5%
COC(=O)c1sccc1-n1cccc1C(=O)NCc1ccccc1,-8%,11%,-12%,0.7%,-8%
CCc1ccc(Cn2nnc(C(=O)Nc3cccc(C)c3)c2N)cc1,2%,-34%,5%,0.8%,-13%
O=C(Cc1ccc(Br)cc1)Nc1ccc(S(=O)(=O)NCC2CCCO2)cc1 (stereo unspecified),2%,4%,1%,i,19%
COc1ccccc1CNC(=O)c1cccc(NC(=O)c2ccccc2)c1,-1%,10%,3%,3.8%,-4%
CN1C(=O)S/C(=C\c2ccc(-n3cncn3)cc2)C1=O,-8%,3%,-11%,0.1%,9%
CCC(C)Sc1ccc([C@@H]2[C@@H]3C(=O)N(C)C(=O)[C@@H]3[C@]3(C(=O)OC)CCCCN23)cc1OC (stereo partly specified),10%,18%,10%,1.1%,-1%
Cc1ccc(-c2nnn(CCC(=O)Nc3ccc4c(c3)OCO4)n2)cc1,-7%,60%,-2%,i,46%
Cc1cc(NC(=O)CN2C(=O)NC(C)(CC(C)C)C2=O)no1 (stereo unspecified),·,-14%,-4%,2.7%,2%
C=CCN1C(=O)/C(=C2/Sc3ccc(OC)cc3N2C)SC1=Nc1ccc(OC)cc1,5%,-8%,·,·,53%
# New compounds follow:
SMILES,Salmonella PhoP GFP,tuberculosis growth,H1N1 NS1A inhibition,VEEV TC-83 Vero,M. tuberculosis HTS
O=C(O)COc1ccc(/C=C2/SC(=S)N(Cc3ccccc3)C2=O)cc1,-12%,15%,-13%,1.6%,4%
COc1ccc(-c2nn(-c3ccccc3)cc2C(=O)N2c3ccc(C)cc3C3CN(C)CCC32)cc1 (stereo unspecified),-2%,57%,11%,6.6%,9%
O=C(C1CC(c2ccc(Cl)c(Cl)c2)=NO1)N1CCC2(CC1)OCCO2 (stereo unspecified),3%,7%,-7%,i,2%
CC(C)C[C@@H](CNCC(=O)[C@H](C)NC(=O)c1[nH]cnc1C(=O)N[C@@H](C)CN)NC(=O)c1nc[nH]c1C(=O)N[C@@H](CO)C(=O)O,·,·,-7%,i,·
COc1ccc(O)c(-c2cc(-c3ccccc3[N+](=O)[O-])[nH]n2)c1,-5%,-14%,5%,9.2%,-8%
CC(C)c1nnc(NC(=O)c2nc(S(=O)(=O)Cc3ccc(F)cc3)ncc2Cl)s1,-10%,55%,-6%,?,7%
COc1ccc2[nH]c(=O)c(-c3noc(-c4ccc(F)cc4)n3)cc2c1,-2%,-9%,4%,3.2%,1%
Cc1ccc(NC(=O)[C@@H](NC(=O)c2cccc(S(=O)(=O)N3CCOCC3)c2)C(C)C)cc1C,3%,-8%,-4%,0.3%,2%
COC(CNC(=O)c1ccc(CS(=O)(=O)c2ccc(C)cc2)o1)OC,2%,-4%,-13%,i,-6%
Cc1ccc(S(=O)(=O)N2C(=O)CCC2C(=O)NCc2ccco2)cc1 (stereo unspecified),-8%,-4%,10%,0.7%,-11%

# Screening results: PubChem BioAssay, Southern Research Specialized Biocontainment Screening Center
